# CCR6 antagonist = antagonists of human CCR6 receptor; CHO-K1 CCR6 PathHunter beta-arrestin, luminescence, CCL20-stimulated; inhibition, % at 20 µM; actives 0.49% (n = 340,000);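 active means compounds whose inhibition of the agonist-driven luminescence signal at 20 µM reaches about 50%, limit read from the data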;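 further: cells stimulated with CCL20 at 14 nM final; plate controls were DMSO with CCL20 for no effect and DMSO without agonist for full effect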
# Target sequence (P51684 whole entry, looked up): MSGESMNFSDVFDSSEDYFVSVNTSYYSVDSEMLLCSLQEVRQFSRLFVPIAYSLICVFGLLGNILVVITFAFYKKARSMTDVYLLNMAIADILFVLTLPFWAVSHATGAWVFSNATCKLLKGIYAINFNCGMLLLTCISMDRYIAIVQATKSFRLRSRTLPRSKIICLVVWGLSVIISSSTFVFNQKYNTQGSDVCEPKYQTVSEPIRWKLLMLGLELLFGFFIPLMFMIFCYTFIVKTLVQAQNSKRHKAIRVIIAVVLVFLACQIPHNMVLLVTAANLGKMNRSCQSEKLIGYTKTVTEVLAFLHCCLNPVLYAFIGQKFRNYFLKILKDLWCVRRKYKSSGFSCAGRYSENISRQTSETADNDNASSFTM
# CHOP UPR activ = apoptotic UPR (CHOP) activation; CHO-CHOP luciferase reporter, luminescence; percent of tunicamycin response over DMSO baseline; activation, % at 10 µM; actives 0.34% (n = 330,000);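 active means at 10 µM dose, activation of 40% or more, normalized to positive control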;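 further: 100% = tunicamycin at 10 µg/mL and 0% = DMSO alone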
#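 System: CHO-CHOP luciferase reporter cell line | Buffer or medium: F12 medium containing 10% fetal bovine serum | Doses: One dose, 10 µM in 0.5% DMSO | Times: 6 h compound exposure at 37 °C after overnight seeding | Signal: Luciferase luminescence | Read-out: % activation vs tunicamycin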
# CXCR6 inh = blocks human CXCR6 beta-arrestin recruitment | AID 602244 | O00574 | inhibition, % at 20 µM | CHO-K1 PathHunter CXCR6 beta-arrestin, luminescence | actives 0.36% (n = 360,000); in the data active means inhibition above about 34%, passing the limit was not always enough;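 further: antagonist mode with CXCL16 agonist at 10 nM final; 0% = 10 nM CXCL16 with DMSO and 100% = unstimulated wells without agonist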
# Target sequence (O00574 whole entry, looked up): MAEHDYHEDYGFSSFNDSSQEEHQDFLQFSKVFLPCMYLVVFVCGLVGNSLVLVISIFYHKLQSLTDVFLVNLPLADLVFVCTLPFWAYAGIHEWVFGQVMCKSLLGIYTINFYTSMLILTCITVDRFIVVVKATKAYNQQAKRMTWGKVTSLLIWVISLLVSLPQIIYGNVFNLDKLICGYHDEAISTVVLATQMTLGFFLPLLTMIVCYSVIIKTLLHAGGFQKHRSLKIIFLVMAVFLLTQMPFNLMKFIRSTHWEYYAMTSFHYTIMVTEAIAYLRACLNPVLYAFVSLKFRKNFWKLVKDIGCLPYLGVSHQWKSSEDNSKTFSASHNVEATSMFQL
# 697 NFkB inh = lowers PMA/ionomycin-induced NF-kB signal in 697 B cells; 697 B-cell NF-kB luciferase reporter, 16 h; inhibition, % at 4 µM; actives 0.33% (n = 330,000); AID 435022; in the data active means inhibition above about 35%
# Jurkat NFkB inh = lowers PMA/ionomycin-induced NF-kB signal in Jurkat cells. PMA/ionomycin-induced NF-kB luciferase reporter, luminescence. inhibition, % at 4 µM. actives 0.53% (n = 330,000); in the data active means inhibition above about 50%
# Gli-Sufu antag = blocks Gli-Sufu signaling in a luciferase reporter; Sufu-KO-LIGHT fibroblasts, Gli luciferase reporter luminescence; actives 0.74% (n = 340,000); inhibition, % at 5 µM;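 active means inhibition above about 55%, limit read from the data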;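 further: 0% = DMSO-treated cells and 100% = wells with medium but no cells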
# XBP1 UPR activ = adaptive UPR (XBP1) activation. CHO-XBP1 luciferase reporter, IRE1-XBP1 UPR activation, luminescence; percent of tunicamycin response, DMSO as zero. activation, % at 20 µM. actives 0.33% (n = 330,000);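 active means versus positive control, 20 µM dose yields 30% or more activation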;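 further: 100% = tunicamycin at 10 µg/mL and 0% = DMSO only wells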
#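 Material – CHO cell line with stable XBP1 luciferase reporter · Buffer or medium – F12 plus 10% FBS · Compound – single point, 20 µM final compound, 1% DMSO · Schedule – 16-18 h cell attachment at 37 °C, then 6 h compound exposure · Signal – Steady-Glo luminescence read · Benchmarks – high control tunicamycin 10 µg/mL final, low control DMSO vehicle only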
# EBI2 block = antagonists of human EBI2 receptor; P32249; EBI2 beta-arrestin recruitment, luminescence, 7a,25-OHC stimulated; AID 651636; inhibition, % at 5 µM; actives 0.81% (n = 360,000); in the data active means inhibition above about 38%;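 further: enzyme fragment complementation signal reports receptor beta-arrestin coupling in cells; 0% = agonist plus DMSO wells and 100% = wells without agonist; some results beyond the cut were filed as inactive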
# Target sequence (P32249 whole entry, looked up, the tested form may be a part): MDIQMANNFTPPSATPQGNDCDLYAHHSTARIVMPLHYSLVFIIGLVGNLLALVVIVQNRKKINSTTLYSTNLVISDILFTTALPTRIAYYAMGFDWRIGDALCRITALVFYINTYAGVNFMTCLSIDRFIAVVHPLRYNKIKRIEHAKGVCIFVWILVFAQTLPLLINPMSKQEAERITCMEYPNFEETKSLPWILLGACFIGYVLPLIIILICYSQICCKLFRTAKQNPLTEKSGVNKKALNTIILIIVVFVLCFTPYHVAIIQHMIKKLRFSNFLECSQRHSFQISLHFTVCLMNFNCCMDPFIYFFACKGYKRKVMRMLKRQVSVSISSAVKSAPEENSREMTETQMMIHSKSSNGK
# Mdm2-MdmX inh = human Mdm2/MdmX binding inhibition | O15151+Q00987 | SaOS-2 split-luciferase Mdm2/MdmX complementation, luminescence | inhibition, % at 8 µM | actives 3% (n = 330,000) | AID 485346;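 active means inhibition of at least 50% at 8 µM in the primary screen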
# Active calls of the source: *; · = not tested or not shown.
# Below each compound – Jurkat NFkB inh	CHOP UPR activ	EBI2 block	697 NFkB inh	Gli-Sufu antag	CXCR6 inh	Mdm2-MdmX inh	XBP1 UPR activ	CCR6 antagonist
Cc1cc(Cl)c(S(=O)(=O)N2CCN(c3cccc(C)c3C)CC2)cc1OCC(N)=O
→ 4	0.2	26	7	5	1	14	-4	6
COc1ccc(OC)c(CNC(=O)c2nn(C)c3c2CS(=O)(=O)c2ccccc2-3)c1
→ -4	-0.8	-2	-26	-4	8	5	-4	1
O=C(COc1ccc(Br)cc1)N1CCN(S(=O)(=O)/C=C/c2ccccc2)CC1
→ 17	10	92*	-27	11	-9	5	-1	12
CC(CCn1cccn1)NC(=O)CCc1nnc(C2CCCCC2)o1 (stereo unspecified)
→ -2	-0.8	-1	-3	-4	2	5	0	-2
O=C1CC(c2ccc(F)cc2)c2cc3c(cc2N1)CCC3 (stereo unspecified)
→ 14	-0.2	5	-2	12	-2	29	0	17
CCOc1ccc(CN2CCN(C(=O)c3ccco3)CC2)cc1
→ 11	0.3	2	4	3	-10	6	-2	-2
CC(=O)c1c(C)nc(Nc2nc(C)c3cc(C)ccc3n2)nc1C
→ -7	3.5	6	-8	5	-3	10	-5	6
CC1CN(C(=O)c2ccc(OC3CCN(Cc4ccccn4)CC3)cc2)CCN1C (stereo unspecified)
→ 1	0.9	-9	1	4	1	13	-3	-5
CC(C)Sc1ncnc2c1oc1ccccc12
→ -21	11	-8	8	10	-9	-8	7	-14
O=C(Nc1ccc(Cl)cc1Cl)c1cc2ccccc2o1
→ -154	5.0	4	-221	-60	0	-94	-1	-1
Cc1ccccc1NC(=O)N1CCN(C(=O)c2ccco2)CC1
→ 15	-1.1	-3	10	-15	-7	11	2	-2
O=C(N/N=C/c1cc(Br)cc(Br)c1O)c1cccc(N2CCCC2=O)c1
→ -7	-1.0	5	18	22	-20	58*	-2	54*
CCCC(=O)Nc1ccccc1NC(=O)c1ccc(OC)cc1
→ -3	-0.3	-7	0	-5	2	28	-1	8
CCN(C(=O)c1ccc(NC(=O)Cc2ccccc2)cc1)c1ccccc1
→ -7	3.3	2	4	-7	-2	25	-7	-3
OCCC1CN(Cc2cnc(-c3ccccc3)s2)CCN1C1CCCCC1 (stereo unspecified)
→ -1	1.5	8	3	20	6	-3	-1	5
Cc1ccc(C(=O)N/C(=C\c2ccc(-c3cccc([N+](=O)[O-])c3)o2)C(=O)NC(C)(C)C)cc1
→ 11	1.1	-20	-54	21	-13	18	1	-1
CCc1cc(SC#N)cc(C)c1NC(=O)CCl
→ 17	5.1	-9	4	5	-6	81*	11	-8
O=C(NNC(=S)NCc1ccccc1)c1cccc([N+](=O)[O-])c1
→ -16	-0.3	-9	4	13	7	-23	1	3
O=C(CNS(=O)(=O)c1ccccc1)NCC(=O)N1CCCCC1
→ -2	2.0	-4	5	-29	-3	-6	-5	10
CCC(=O)NCCc1cc2cc(C)c(C)cc2[nH]c1=O
→ 0	-3.0	-9	6	-9	1	3	-2	5
Cc1cc(Br)c(Oc2cc(NN3CCCCC3)c([N+](=O)[O-])cc2[N+](=O)[O-])c(Br)c1
→ ·	·	18	·	20	10	·	·	32
O=[N+]([O-])c1ccccc1CNCCCCCO
→ 8	-1.3	-7	10	-7	-2	-9	0	5
FC(F)(F)Oc1ccc(Nc2nc3ccccc3o2)cc1
→ -84	6.4	2	-102	-51	-14	-104	10	18
Cc1onc(-c2c(F)cccc2Cl)c1C(=O)c1ccccc1
→ -14	-0.5	6	8	-19	-3	17	-3	6
O=C(c1cc(Cl)ccc1O)N1CCN(S(=O)(=O)c2cccs2)CC1
→ 11	1.1	5	-2	-1	7	-17	1	-1
CCOc1ccccc1OCCCCN1CCCC1
→ -14	-2.6	-2	-13	4	2	-8	0	-16
CCn1c(=O)c(=O)n(CC)c2cc(S(=O)(=O)Nc3cc(C)ccc3C)ccc21
→ 9	-0.3	-6	1	15	3	5	-5	9
Cc1ccc(-c2sc(C)nc2CC(=O)O)cc1
→ 7	3.1	-5	22	2	-8	-10	0	-1
O=C1C(=O)N(CC(=O)N2CCCC2)c2ccccc21
→ 0	-1.7	4	10	-7	-8	9	-5	-10
COc1cccc(/C=C/C(=O)c2ccc(C)c([N+](=O)[O-])c2)c1
→ -4	2.0	13	-11	2	3	31	2	18
CC(OC(=O)c1cccnc1SCc1cc(=O)n2ccccc2n1)c1ccccn1 (stereo unspecified)
→ 3	1.1	-6	9	-2	-7	7	2	4
CC1CN(C(=O)COC(=O)Cc2ccc(Cl)cc2)CC(C)O1 (stereo unspecified)
→ -8	2.9	-4	7	-1	2	15	-1	14
COC(=O)c1cc(-c2c(C)oc3cc(OC(C)C)ccc3c2=O)c(C)o1
→ -6	2.0	-6	-19	-7	0	26	-5	12
CCOc1ccccc1NS(=O)(=O)c1cn(C)nc1C
→ -6	-1.1	-4	7	7	-1	5	0	-8
Cc1ccc(NC(=O)C2C3C=CC4(CN(Cc5cccnc5)C(=O)C24)O3)cc1F (stereo unspecified)
→ 8	3.5	-7	15	19	10	-20	-1	9
NC(=O)CC(NC(=O)c1ccccc1)c1ccc(NCc2ccc(F)c(F)c2)c([N+](=O)[O-])c1 (stereo unspecified)
→ 9	0.7	1	13	4	9	1	0	19
O=C(CN(C(=O)CCC(=O)Nc1nccs1)c1ccccc1F)NCCc1ccccc1
→ 14	-1.0	-4	7	28	-8	12	-3	8
O=C(NCCc1ccccc1C(F)(F)F)C1CCC(=O)N(CCCN2CCCC2=O)C1 (stereo unspecified)
→ 13	-0.4	-12	7	3	-11	13	-4	3
CCCN(CC(=O)Nc1ccccc1C)CC(=O)Nc1ccc(Br)cc1F
→ -5	-0.3	3	-6	-1	1	-45	-3	14
c1ccc(C(=NNc2nc3ccccc3s2)c2ccccn2)cc1
→ ·	·	42	·	82*	19	·	·	43
Cc1cc(S(=O)(=O)ON2C(=O)c3ccccc3C2=O)ccc1F
→ ·	·	-2	·	29	13	·	·	46
C[C@H]1CN([C@@H](C)CO)C(=O)Cc2cc(NS(=O)(=O)c3ccc(Cl)cc3)ccc2O[C@@H]1CN(C)C(=O)Nc1cccc2ccccc12
→ 2	0.3	-2	-2	19	3	10	-3	4
CCOc1ccc(N2C(=O)Nc3ccc(Br)cc3C2(O)C(=O)NC(C)C)cc1 (stereo unspecified)
→ -4	3.5	-1	18	-20	-9	-7	-3	-9
COc1ccc(C)cc1S(=O)(=O)Nc1cc2c3c(c1)CC(=O)N3CCC2
→ 4	-1.6	-15	-8	-3	5	11	-1	7
CCOC(=O)c1cc2sccc2n1CC(=O)N1CCc2ccccc21
→ 4	-2.1	12	-4	30	16	29	-4	6
CCN(CC(=O)N1CCOCC1)S(=O)(=O)c1ccc2ccccc2c1
→ -14	0.2	-7	-14	-1	5	1	-4	16
CC(=O)Nc1ccc(N2CCC(C)CC2)c([N+](=O)[O-])c1
→ -28	1.6	-1	1	2	5	9	-2	19
Cc1c(NC(=S)Nc2ccccc2C(F)(F)F)cccc1[N+](=O)[O-]
→ 5	1.5	-2	4	-4	-7	10	-3	-9
CCOc1ccccc1O[C@H](c1ccccc1)[C@H]1CNCCO1
→ -16	-1.4	-3	-10	-3	2	1	-2	8
CC(OC(=O)c1ccc(Cl)c(S(=O)(=O)N2CCOCC2)c1)C(=O)NC1CCCCC1C (stereo unspecified)
→ -4	0.9	-1	-20	-1	1	20	-4	27
Cc1ccc(-c2nc(CS(=O)(=O)CC(=O)NC3CCC(C)CC3)c(C)o2)cc1 (stereo unspecified)
→ 2	3.9	12	-5	11	0	8	-5	3
CC(C)C(=O)Nc1cc(C(F)(F)F)ccc1N1CCOCC1
→ -12	-1.3	-1	-13	5	-5	9	0	3
COC(=O)c1ccc(S(=O)(=O)N2CCCN(Cc3ccc(F)cc3)CC2)n1C
→ 11	3.1	0	9	6	1	17	0	1
NS(=O)(=O)c1ccc(CCNC(=O)[C@@H]2CCCN2S(=O)(=O)c2ccccc2F)cc1
→ 5	-0.7	2	18	2	4	15	1	-2
CCOC(=O)c1cnc(-c2cccc(OC)c2)[nH]c1=O
→ -21	1.2	-5	7	2	5	-17	-2	11
CN(C)CCCN1C(=O)C2CCc3[nH]c4ccccc4c3C2C1=O (stereo unspecified)
→ 3	1.6	0	24	51	1	12	1	7
CC(C)Cc1ccc(CN2CCCC(NC(=O)c3nn(C)c(=O)c4ccccc34)C2)cc1 (stereo unspecified)
→ 14	0.4	9	8	24	2	12	-5	15
CC1c2ccsc2CCN1S(=O)(=O)c1ccccc1 (stereo unspecified)
→ 5	-0.3	15	10	6	1	-2	1	2
CCOc1c(O)ccc(C2NC(=O)N(C)C(C)=C2C(=O)OC)c1[N+](=O)[O-] (stereo unspecified)
→ -13	-1.4	-1	13	-6	4	20	-1	8
Cc1c(NC(=O)c2cc3c(s2)CCCC3)c(=O)n(-c2ccccc2)n1C
→ -16	-2.2	-2	16	22	1	18	0	9

# Entries shown so far that have bromine, in the order listed:
# Below each compound – Jurkat NFkB inh	CHOP UPR activ	EBI2 block	697 NFkB inh	Gli-Sufu antag	CXCR6 inh	Mdm2-MdmX inh	XBP1 UPR activ	CCR6 antagonist
O=C(COc1ccc(Br)cc1)N1CCN(S(=O)(=O)/C=C/c2ccccc2)CC1
→ 17	10	92*	-27	11	-9	5	-1	12
O=C(N/N=C/c1cc(Br)cc(Br)c1O)c1cccc(N2CCCC2=O)c1
→ -7	-1.0	5	18	22	-20	58*	-2	54*
Cc1cc(Br)c(Oc2cc(NN3CCCCC3)c([N+](=O)[O-])cc2[N+](=O)[O-])c(Br)c1
→ ·	·	18	·	20	10	·	·	32
CCCN(CC(=O)Nc1ccccc1C)CC(=O)Nc1ccc(Br)cc1F
→ -5	-0.3	3	-6	-1	1	-45	-3	14
CCOc1ccc(N2C(=O)Nc3ccc(Br)cc3C2(O)C(=O)NC(C)C)cc1 (stereo unspecified)
→ -4	3.5	-1	18	-20	-9	-7	-3	-9

# (more compounds)
# Below each compound – Jurkat NFkB inh	CHOP UPR activ	EBI2 block	697 NFkB inh	Gli-Sufu antag	CXCR6 inh	Mdm2-MdmX inh	XBP1 UPR activ	CCR6 antagonist
Cc1ccc(-c2nnn(C(C)C(=O)N3c4ccccc4CCc4ccccc43)n2)cc1 (stereo unspecified)
→ 16	-1.8	20	3	7	13	29	-4	21
C=CCn1c(SCC(=O)c2c(N)n(C3CC3)c(=O)[nH]c2=O)nnc1-c1ccc(OC)cc1
→ 8	0.1	0	0	-19	7	10	0	7
COc1ccc(NC(=O)CC2SC(N3CCOCC3)=NC2=O)cc1OC (stereo unspecified)
→ -3	1.2	-6	12	0	4	-5	0	11
CCc1ccccc1NC(=O)COc1ccc2c(=O)c(Oc3cc(C)ccc3C)coc2c1
→ 4	-0.5	8	8	6	3	-1	-2	12
Cc1ccccc1-c1nc(CS(=O)(=O)CC(=O)N2CCN(C)CC2)c(C)o1
→ -22	1.8	-1	-40	-6	-3	14	-3	-1
COc1ccc(CNC(=O)C/C(C)=N/NC(=O)C(c2ccccc2)c2ccccc2)cc1
→ 0	4.1	1	-16	-4	8	10	-2	1
CCOC(=O)C1CN(S(=O)(=O)c2ccc(C)cc2)C1
→ -9	-0.3	-10	-11	7	-2	-11	-2	-5
O=C1c2ccncc2C(=O)N1CNc1ccc(Cl)cc1
→ -6	0.5	-3	-4	-28	-2	-4	1	-5

# Screening data from PubChem.
